Polio RdRp inh – inhibitors of poliovirus RNA polymerase binding and polymerization. 150,000 tested, 0.66% active. poliovirus polymerase elongation, fluorescence polarization; stronger effect = lower value. AID 588519. % elongation, % (compound at 16.7 µg/mL). P03300; in the data active = % elongation below about 90%; note: some results filed as inactive read as strong as hits
Target sequence (P03300 1749-2209 limits assumed): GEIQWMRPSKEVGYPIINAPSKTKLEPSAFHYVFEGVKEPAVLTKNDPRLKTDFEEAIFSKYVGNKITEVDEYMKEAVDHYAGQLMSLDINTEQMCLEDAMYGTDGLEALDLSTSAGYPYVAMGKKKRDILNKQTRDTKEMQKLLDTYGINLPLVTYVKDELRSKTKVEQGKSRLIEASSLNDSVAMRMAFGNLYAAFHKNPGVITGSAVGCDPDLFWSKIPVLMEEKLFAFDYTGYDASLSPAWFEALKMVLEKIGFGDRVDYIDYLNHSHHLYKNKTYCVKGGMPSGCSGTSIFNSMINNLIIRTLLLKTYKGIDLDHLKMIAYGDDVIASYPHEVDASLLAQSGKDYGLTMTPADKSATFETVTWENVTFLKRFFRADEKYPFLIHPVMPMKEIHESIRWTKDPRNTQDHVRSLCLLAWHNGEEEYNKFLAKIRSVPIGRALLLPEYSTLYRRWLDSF
Polio RdRp inh FP z-score – second read-out of Polio RdRp inh, no call of its own (marks repeat the call); z-score; measured here: FP z-score; hits read low
* marks the source's active call; other numbers are inactive results. These rows are one share of the data; the hit share may differ from the screen's.

SMILES	Polio RdRp inh	Polio RdRp inh FP z-score
c1ccc(Oc2ccc(N=NN3CCCCC3)cc2)cc1	102	0
CCOc1ccc(CC(=O)NCCc2csc(-c3ccc(C)cc3)n2)cc1	109	0.3
CC(C)OC(=O)CC12CN(C)CC(CC(=O)OC(C)C)(CN(C)C1)C2=O	101	-0.1
CCC(Cc1ccccc1)NC(C)=O (stereo not given)	101	0.5
CCOC(=O)CSc1nnc(CNc2cccc(C(F)(F)F)c2)n1CC	103	0.3
O=C(COC(=O)C1CC2CCCC(C1)C2=O)NC1CCCc2ccccc21 (stereo not given)	102	-0.1
Cn1c(-c2ccc3c(c2)OCO3)cn2cc(-c3ccc(Br)cc3)nc12	98	-0.6
CCN1C(=O)c2ccccc2S(=O)c2ccc(C(=O)NCCN3CCN(Cc4ccccc4)CC3)cc21 (stereo not given)	102	1.1
Cc1nc(CSc2nnc(Cc3cccc4ccccc34)n2N)cs1	100	-0.4
CN(C)/C=N/S(=O)(=O)c1cc(C(F)(F)F)cc(C(F)(F)F)c1	100	-0.5
COC(=O)c1ccccc1NC(=O)CN(c1ccccc1)S(C)(=O)=O	100	0
CC(Oc1ccccc1Br)C(=O)N1CCc2ccccc21 (stereo not given)	103	0
CCC(C)(C)NC(=O)c1ccc2c(=O)n3c(nc2c1)CCC3	102	-0.1
COc1ccc(CCNC(=O)CCn2c(=O)c3ccccc3n(Cc3ccccc3)c2=O)cc1OC	102	-1.2
CCOC(=O)CNc1nn2c(=O)c3ccc(C(=O)OC)cc3nc2s1	100	-0.5
CCCN(c1ccc(C(C)C)cc1)S(=O)(=O)c1ccc2c(c1)oc(=O)n2CC(=O)OCC	97	-0.6
CCOc1ccc(N=CNc2ccc(OCC)cc2)cc1	101	0
COc1cccc(-c2nc3c(C#N)c[nH]n3c2NC2CCCCC2)c1	110	0.5
COc1cccc(CN2CCc3nc(Nc4ccc5c(c4)OCCO5)ncc3C2)c1	106	0.1
Cc1nc2nc(N3C(=O)c4ccc(C(=O)O)cc4C3=O)[nH]n2c(=O)c1Cc1ccccc1	101	-0.8
CC(Sc1nnc(-c2ccco2)n1-c1ccccc1)C(=O)c1ccc(Br)cc1 (stereo not given)	94	-0.4
O=C(Nc1cccc2ccccc12)C12CC3CC(CC(C3)C1)C2	100	-0.4
CCCN1Cc2cccc(C(=O)N3CCN(c4ccccc4)CC3)c2C1=O	99	-1.3
Cc1c(C(=O)NN)nn(-c2ccccc2)c(=O)c1C#N	104	0.1
CN1/C(=C\C(=O)COC(=O)C2CC(=O)N(Cc3ccccc3)C2)C(C)(C)c2ccccc21 (stereo not given)	107	0.3
(cont.)
SMILES	Polio RdRp inh	Polio RdRp inh FP z-score
CCc1ccccc1N(C)C(=O)Cc1nc(-c2ccc(OC)cc2)no1	104	1.2
CCOc1ccc(CCNC(=O)c2cc(C)nc3c2c(C)nn3-c2cccc(F)c2)cc1	110	0.3
CCCS(=O)(=O)c1nc(S(=O)(=O)c2ccc(C)cc2)c(NCCCOC(C)C)s1	100	-2.3
Cc1cc(=O)n(CC(=O)N2CCc3ccccc32)c2c1c(C)nn2-c1cccc(F)c1	100	-0.2
CC(C)=NNC(=O)c1c(O)c2ccccc2[nH]c1=O	100	-0.1
CCOc1ccc(C(=O)N(Cc2sccc2C)C2CCS(=O)(=O)C2)cc1 (stereo not given)	115	0
OCCSc1nc(-c2cccs2)nc2ccccc12	104	0.2
Nc1nc2nc(-c3ccccc3)cc(-c3ccccc3)n2n1	98	-0.2
C=CCn1c(C(C)Oc2ccc(Cl)cc2Cl)n[nH]c1=S (stereo not given)	103	-0.2
COc1ccc(N2CCN(c3ccc(NS(=O)(=O)c4ccccc4)nn3)CC2)cc1	106	0.5
COc1ccccc1/C=C/C(=O)Nc1ccccn1	102	0
O=C1CSCC(=O)N1c1ccc(OC(F)(F)F)cc1	103	0.3
COc1cc(C(CC(=O)O)N2Cc3ccccc3C2=O)cc(OC)c1OC (stereo not given)	102	0.6
COC(=O)c1ccc(-c2ccco2)n1CC(=O)N1CCCC1	101	-1
Cc1ccccc1Nc1c(-c2ccsc2)nc2c(C)cccn12	114	1.5
Cn1c(SCC2CCCCO2)nnc1-c1ccccc1 (stereo not given)	104	0.7
Cc1nn(-c2ccccc2)c(Cl)c1C(=O)Nc1sc2c(c1C(N)=O)CCCC2	100	-0.2
COC(=O)c1ccc(CSc2nnc(-c3ccccc3)o2)o1	102	0.2
CCCN(CCC)S(=O)(=O)c1ccc(C(=O)Nc2cccc(-c3nc4ccccc4[nH]3)c2)cc1	105	-0.4
CCCS(=O)(=O)c1c(S(=O)(=O)CCC)c2cc(CC)ccn2c1C(=O)c1ccc(Cl)cc1	101	-1.2
COc1ccc(S(=O)(=O)NCC(c2ccco2)S(=O)(=O)c2cccs2)cc1F (stereo not given)	108	0.4
Cc1cccc(-n2c(-c3ccco3)nc3c(cnn3-c3ccc(F)cc3)c2=O)c1	110	0.4
C=CCn1c(Sc2ncc(C#N)c(N)n2)nnc1-c1cccs1	103	0.2
COc1cccc(CNC(=O)c2ccc(N3CCCC3=O)cc2)c1OC	102	0.2
COc1cc(Nc2nc3ccccc3c3nnc(C)n23)cc(OC)c1OC	103	0.1
(more compounds)
SMILES	Polio RdRp inh	Polio RdRp inh FP z-score
N#Cc1ccc(NC(=O)CCCSc2nc3ccccc3s2)cc1	96	-1.3
Cc1ccccc1CNCc1cccs1	102	0.1
O=S(=O)(Nc1ccccc1OC(F)F)c1cccc2nsnc12	98	-0.6
N#Cc1cnc(SCC(=O)Nc2ccc(N3CCOCC3)cc2)nc1N	105	0.7
COc1ccccc1C(=O)C1C(=O)NC2(C)CC1c1cc(Cl)ccc1O2 (stereo not given)	100	-0.5
CCN(CC)CC(O)Cn1ccc2ccccc21 (stereo not given)	102	0.1
CSc1nnc(Cn2c(=O)sc3ccccc32)n1-c1cccc(Cl)c1	101	0.4
Cc1cc(C)c2c(=O)[nH]c(SCCOc3ccccc3)nc2n1	96	-1
CCC(=O)n1c(=O)n(C(=O)CC)c2ccccc21	107	0.7
CC(=O)Nc1ccc(OC(=O)COc2cccc(C)c2)cc1	102	0.1
CCc1ccccc1NC(=O)CN1C(=O)C2CCCN2c2ccc(S(=O)(=O)N(CC)CC)cc21 (stereo not given)	113	1.5
Cc1ccccc1-c1nc(SCC(=O)N(C)c2ccccc2)c2c(=O)n(C)c(=O)n(C)c2n1	110	0.6
Cc1ccc(NC(=S)N(Cc2cn(C)c3ccccc23)C(C)C)cc1	104	1.2
Cc1ccc2c(c1)c1c(c(=O)n(-c3ccccc3C)c(=O)n1Cc1cccc(F)c1)n2C	107	0
O=C(CN1C(=O)CN=C(c2ccccc2)c2ccccc21)Nc1cccc(C(F)(F)F)c1	116	2
COc1ccc(CCNC(=O)C(=O)Nc2ccc(C)c(C)c2)cc1OC	106	0.5
C#CCN1C(=O)S/C(=C/c2ccc3c(c2)OCO3)C1=O	103	1
Cc1nnc2c(Nc3ccc4c(c3)OCO4)nc3ccccc3n12	98	-1.7
Cc1nn(-c2ccc3nnc(C)n3n2)c(C)c1CCC(=O)Nc1ccc(OC(F)(F)F)cc1	107	0
CCOc1ccc(CNC(=O)c2ccc3c(c2)nc2n3CCOC2)cc1OC	104	-0.8
N#C/C(=C\c1cn(Cc2ccc(C#N)cc2)c2ccccc12)C(=O)NCc1ccco1	101	-0.1
O=S(=O)(Nc1cccc(Cl)c1)c1cccc(-n2cnnn2)c1	99	-0.3
CSc1sc(C(=O)O)c(C)c1S(=O)(=O)c1ccc(Cl)cc1	104	-0.2
Clc1ccc(OCc2nc3ccccc3[nH]2)cc1	105	0.9
Cc1cccc(-n2ncc(C(=O)NCc3ccccn3)c2C2CCN(C(=O)OC(C)(C)C)CC2)c1	110	0.9

Fetched by structure from above (2):
SMILES	Polio RdRp inh	Polio RdRp inh FP z-score
CSc1nnc(Cn2c(=O)sc3ccccc32)n1-c1cccc(Cl)c1	101	0.4
Cc1ccc2c(c1)c1c(c(=O)n(-c3ccccc3C)c(=O)n1Cc1cccc(F)c1)n2C	107	0

(further entries)
SMILES	Polio RdRp inh	Polio RdRp inh FP z-score
COCCn1c(SCC(=O)c2ccc(CNC(C)=O)o2)nc2ccccc2c1=O	101	-0.1
Cc1nc2ccccc2n1-c1ccccc1	100	-0.1
O=S(=O)(NCc1ccccc1)c1cccc(C(F)(F)F)c1	104	0.5
CCS(=O)(=O)Nc1c(NC)c2ccccc2oc1=O	104	0.6
COc1cc(NC(=O)C2CC(=O)NC3=C2C(=O)CC(C)(C)C3)c(OC)cc1Cl (stereo not given)	101	-0.1
CCN(c1ccccc1)S(=O)(=O)c1ccc(NC(=O)c2cc(=O)c3ccccc3o2)cc1	113	1.2
CCCSc1nnc2c(n1)OC(c1ccc(N(C)C)cc1)Nc1ccccc1-2 (stereo not given)	103	0.2
S=c1nc(C2COc3ccccc3O2)[nH][nH]1 (stereo not given)	106	0.3
CS(=O)(=O)n1nc(-c2ccco2)nc1SCc1ccccc1	100	0
O=C(Nc1ccc(Cl)c(Cl)c1)Nc1ccnn1C1CCCCC1	105	0.2
CC(C)NC(=O)C1=CC(c2ccc3c(c2)OCO3)=NS(=O)(=O)N1C	111	0.2
CC(C)c1ccc(NC(=O)c2ccc(=O)n(Cc3ccccc3)c2)cc1	107	0.2
COc1cccc(CN2COc3ccc4c(-c5ccccc5)cc(=O)oc4c3C2)c1	102	-0.1
C[C@H](NC(=O)Cc1cccc2ccccc12)C(=O)NC1CC1	106	-0.6
CC1CCCCN1c1nnc(NC(=O)c2cc(-c3ccc(Br)cc3)on2)s1 (stereo not given)	105	1.7
O=C(Nc1ccc(Cl)cc1)c1ccccc1	103	0.3
CCC(CO)Nc1ncnc2sc(C)c(C)c12 (stereo not given)	97	-0.5
O=C1NC(c2ccccc2)(c2ccccc2)C(=O)N1Cc1ncc(-c2ccccc2)o1	107	0.7
COC(=O)CC1C(=O)NCCN1C(=O)c1ccc(-c2ccccc2)cc1 (stereo not given)	104	0.1
Cc1cccc2sc(NNC(=O)c3ccc(S(=O)(=O)N4CCCC4)cc3)nc12	101	-0.2
CC(=C1C(=O)c2ccccc2C1=O)N1CCN(CCO)CC1	100	-0.5
O=C(CCCc1nc(-c2ccccc2)no1)NCc1cccnc1	100	-0.9
COc1cccc(C=Nc2ccc3c(c2)ncn3C)c1OC	101	-0.5
Cc1cc(C)n(CC(O)CN2C(=O)NC(C)(C)C2=O)n1 (stereo not given)	104	0.7
CC(C)=CCC[C@](C)(O)C1CC=C(C)CC1 (stereo not given in full)	99	0.2

5 entries from above, with bars between the fields:
mol | Polio RdRp inh | Polio RdRp inh FP z-score
COC(=O)CC1C(=O)NCCN1C(=O)c1ccc(-c2ccccc2)cc1 (stereo not given) | 104 | 0.1
Cc1cccc2sc(NNC(=O)c3ccc(S(=O)(=O)N4CCCC4)cc3)nc12 | 101 | -0.2
CC(=C1C(=O)c2ccccc2C1=O)N1CCN(CCO)CC1 | 100 | -0.5
O=C(CCCc1nc(-c2ccccc2)no1)NCc1cccnc1 | 100 | -0.9
COc1cccc(C=Nc2ccc3c(c2)ncn3C)c1OC | 101 | -0.5

Sorted by heavy-atom count (falling): 3 of the compounds above.
SMILES	Polio RdRp inh	Polio RdRp inh FP z-score
CCCN(CCC)S(=O)(=O)c1ccc(C(=O)Nc2cccc(-c3nc4ccccc4[nH]3)c2)cc1	105	-0.4
O=C(Nc1cccc2ccccc12)C12CC3CC(CC(C3)C1)C2	100	-0.4
CSc1sc(C(=O)O)c(C)c1S(=O)(=O)c1ccc(Cl)cc1	104	-0.2

Single records, as listed above:
COc1ccc(S(=O)(=O)NCC(c2ccco2)S(=O)(=O)c2cccs2)cc1F (stereo not given) in the list: Polio RdRp inh: 108; Polio RdRp inh FP z-score: 0.4
COc1cc(C(CC(=O)O)N2Cc3ccccc3C2=O)cc(OC)c1OC (stereo not given) in the list: Polio RdRp inh: 102; Polio RdRp inh FP z-score: 0.6

(listing goes on)
SMILES	Polio RdRp inh	Polio RdRp inh FP z-score
Cc1[nH]c2ccccc2c1C(=O)CSc1cccc[n+]1[O-]	101	-0.1
CCN(C(=O)CSc1nnc(CSc2nc3ccccc3s2)n1C)C1CCCCC1	104	0.2
O=C(O)C1CC(O)CN1Cc1ccccc1 (stereo not given)	102	-0.1
CN(C)C(=O)NC1CCS(=O)(=O)C1 (stereo not given)	99	-0.1
Cc1ccc2nc(CCC(=O)N3CCCCCC3)[nH]c2c1	103	0.4
CCn1c(=O)cc(SCC(=O)NCc2ccccc2OC)c2ccccc21	112	1.3
CCN(CC)C(=S)NC(=O)Cc1ccccc1	100	-0.5
CC(=O)N1SC(N)=NC1c1ccccc1 (stereo not given)	105	0.6
COc1ccccc1CCNC(=O)C1(c2cccs2)CCOCC1	104	-0.7
CC(=O)Nc1ccc(-c2nc3ccccc3[nH]2)cc1	102	0.8
O=C1S/C(=C\c2cccs2)C(=O)N1Cc1ccccc1	103	0.3
CC1CCCC(C)N1CCCNC(=O)Cn1c(=O)c2cccn2c2ccccc21 (stereo not given)	104	1.5
CN1C(=O)c2ccccc2Sc2ccc(NC(=O)N3CCN(c4ccccc4F)CC3)cc21	104	-0.8
O=C(CC1CC(=O)Oc2ccccc21)NCc1ccccc1 (stereo not given)	100	-0.1
Cc1ccc(NC(=O)CN(C)C(=O)/C=C/c2ccco2)cc1	107	0.7
CC(=O)c1ccc(NC(=O)CSc2nnc(NC(=O)NC3CCCCC3)s2)cc1	109	0.5
COC(=O)c1ccccc1NC(=O)COC(=O)c1ccccc1F	107	0.5
Cc1c(Cl)ccc2sc(N3CCN(C(=O)C(C)C)CC3)nc12	109	0.7
CC(=O)n1nc(C)cc1-c1ccccc1	104	0.3
Cc1cc(C)cc(Oc2coc3cc(OC(=O)C4CCCCC4)ccc3c2=O)c1	103	0.5
CC(=O)Nc1ccc(NC(=O)c2csnn2)cc1	105	0.2
COc1ccc(-n2ncc(C(=O)N3CCc4ccccc4C3)c2C2CCN(C(=O)OC(C)(C)C)CC2)cc1	105	-0.1
Cc1ccc(Cl)cc1N1CCN(CCNC(=O)CCc2nnc3n(CC(C)C)c(=O)c4ccccc4n23)CC1	102	0
COc1ccccc1N(CC(=O)NCCSCc1cccc(Cl)c1)S(C)(=O)=O	106	0.5
CCCCS(=O)C1CCCCC1OC(=O)c1ccccc1 (stereo not given)	107	0.5
